# Bioassay records: PubChem BioAssay, IUPUI and University of Michigan
# ST2 IL33 inh = IL1RL1 inhibition; 78,000 compounds, 2.3% hits; AID 1259354; AlphaLISA ST2-Fc/biotin-IL-33 interaction, 1 h; Q01638; inhibition, % for hits at 17 µM; in the data active means inhibition above about 30%; inconclusive means mostly about 10% to 28%
# Target sequence (Q01638 whole entry, looked up): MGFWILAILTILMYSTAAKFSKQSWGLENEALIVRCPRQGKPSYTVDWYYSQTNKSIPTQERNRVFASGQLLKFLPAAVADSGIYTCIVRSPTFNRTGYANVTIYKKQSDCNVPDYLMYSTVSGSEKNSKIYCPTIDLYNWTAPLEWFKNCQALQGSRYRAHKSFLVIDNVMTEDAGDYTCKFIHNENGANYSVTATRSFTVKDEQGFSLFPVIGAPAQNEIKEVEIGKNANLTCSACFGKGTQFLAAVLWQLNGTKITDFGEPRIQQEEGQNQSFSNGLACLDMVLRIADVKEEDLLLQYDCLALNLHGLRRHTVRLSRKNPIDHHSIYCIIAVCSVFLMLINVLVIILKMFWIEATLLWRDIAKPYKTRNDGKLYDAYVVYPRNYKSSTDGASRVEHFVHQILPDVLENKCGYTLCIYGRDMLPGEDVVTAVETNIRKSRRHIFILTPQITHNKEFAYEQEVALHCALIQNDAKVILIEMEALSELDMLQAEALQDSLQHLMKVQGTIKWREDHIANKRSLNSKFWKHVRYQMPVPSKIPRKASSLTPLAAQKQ
# * hit, by the source's call; i = inactive; u = inconclusive. Not all compounds are listed; the hit share may differ from the screen's.
No.	SMILES	ST2 IL33 inh
1	CC(=O)c1ccc(CN(Cc2cnn(C)c2)C2CC2)cc1	i
2	COCCCN1C2=C(C(=O)CC(C)(C)C2)C(c2ccccc2OC)C2=C1CC(C)(C)CC2=O	u
3	COc1ccc(S(=O)(=O)N(CC(=O)NC2CC2)Cc2ccccc2)cc1	i
4	Cc1cc(C)cc(NC(=O)NCCc2nc3cccnc3n2-c2ccccc2)c1	u
5	CC(Oc1ccccc1F)C(=O)NC1CCS(=O)(=O)C1 (stereo unspecified)	i
6	O=C(O)[C@H]1C[C@H](C(=O)NCc2ccccn2)CN(C/C=C/c2ccccc2)C1	u
7	Cc1ccc(OCCSc2cc(C)nc(N)n2)cc1	i
8	COc1ccc(CCNc2nc(-c3cccnc3)cs2)cc1OC	i
9	Cc1cc(C)n(C(=O)c2cc(F)c(F)cc2Cl)n1	i
10	COc1ccc2nc3oc(C(=O)N4CCN(C)CC4)cc3cc2c1	i
11	O=C(Nc1cccc([N+](=O)[O-])c1)c1ccccc1Cl	i
12	CCCCN1C(=O)C(O)(CC(=O)c2ccccc2)c2ccccc21 (stereo unspecified)	i
13	CCCCSc1nnc2c(n1)[nH]c1ccc(C)cc12	u
14	O=C1CCC(=O)N1CCc1c[nH]c2ccc(OCc3ccccc3)cc12	i
15	O=S(=O)(c1ccc(C2=CSC3=NCCN23)cc1)N1CCOCC1	i
16	Cc1ccc(-n2cccc2)cc1[N+](=O)[O-]	31.0%*

# A different layout for some results above.
(10) COc1ccc2nc3oc(C(=O)N4CCN(C)CC4)cc3cc2c1
  ST2 IL33 inh: i

(11) O=C(Nc1cccc([N+](=O)[O-])c1)c1ccccc1Cl
  ST2 IL33 inh: i

# Further records follow:
No.	SMILES	ST2 IL33 inh
17	CCc1cn[nH]c1C1CCN(C(=O)c2cccc(O)c2C)CC1	i
18	CCOc1ccc(NC2=CC(=NS(=O)(=O)c3ccc(F)cc3)c3ccccc3C2=O)cc1	95.0%*
19	CCOc1ccc(CN2CCOCC2)cc1	i
20	O=C(Oc1cccc2cccnc12)c1ccc(Cl)cc1	i
21	CCSc1nc2c(c(=O)[nH]1)C(c1cccc(F)c1)C1=C(CCCC1=O)N2 (stereo unspecified)	i
22	COC(=O)c1cccc(Nc2ncnc3ccc(Br)cc23)c1	i
23	O=C(OCc1nc2ccccc2s1)c1ccc2c(c1)OCCO2	i
24	O=C1CO[C@H]2CN(Cc3ccccc3)C[C@H]2N1Cc1ccccc1	i
25	c1cc(CN2CCOCC2)cc(-c2ccc(NC3CCCC3)nn2)c1	u
26	Cc1nc2ccccc2c2c1C(=O)N(c1cccc(Cl)c1)C2=O	i
27	Cn1c(=O)cc(SCC(=O)NCc2ccc3c(c2)OCO3)c2ccc(Cl)cc21	i
28	Cc1nc(N=Nc2ccc(S(=O)(=O)O)cc2S(=O)(=O)O)c(COP(=O)(O)O)c(C=O)c1O	i
29	Cc1nc(CCNC(=O)c2ccccc2NCc2sccc2C)cc(=O)[nH]1	i
30	Cn1cnnc1SCc1ccccc1	i
31	c1cncc(-c2nc3c(c(NCCC45CCCN4CCC5)n2)CCNC3)c1	i
32	O=C(NC1CC(=O)N(c2cccc(F)c2)C1)C1CC1 (stereo unspecified)	u
33	CSc1ccccc1NC(=O)CCC(=O)N1CCC[C@H]1CO	u
34	CCN1CCN(C(=O)c2cn(CC)c3ccc(S(=O)(=O)N4CCOCC4)cc3c2=O)CC1	i
35	COc1ccc(C(=O)Cn2c3ccccc3n3nc(CCC(=O)O)c(=O)nc23)cc1	i
36	CSc1ncc(CN2CCc3c([nH]c4ccccc34)C2C(C)(C)C)cn1 (stereo unspecified)	i
37	CC12CCC(C(=O)N(c3cccc([N+](=O)[O-])c3)C1=O)C2(C)C (stereo unspecified)	i
38	CCC(=O)Nc1nc2c(s1)C(=O)CC(C)(C)C2	i
39	O=C1Nc2cc(C(=O)N3CCN(c4ccccc4)CC3)ccc2N2CCCCC12 (stereo unspecified)	i
40	O=C(c1cc(-c2ccc(Cl)c(Cl)c2)on1)N1CCOCC1	i
41	O=c1[nH]c2ccc(S(=O)(=O)Nc3ccc(Cl)cc3F)cc2s1	i
42	Cc1occc1C(=O)Nc1ccc(Cc2ccc(NC(=O)c3ccoc3C)cc2)cc1	u
43	COc1cccc(N2CC(NC(=O)C3CCCCC3)CC2=O)c1 (stereo unspecified)	i
44	O=C(c1ccc2oc(CCc3ccccc3)nc2c1)N1CCCC1c1ccccn1 (stereo unspecified)	i
45	Cc1noc(C)c1NC(=O)c1cccc(CN(C)C(C)c2ccco2)c1 (stereo unspecified)	i
46	CN(Cc1cn[nH]c1-c1ccc(F)cc1)C(=O)c1ccc(-n2cnnc2)cc1	i
47	Cc1ccccc1CN1CCN(CC(=O)Nc2cc(Cl)ccc2C)S1(=O)=O	i
48	O=C(Nc1nc2c(s1)CCc1ccccc1-2)c1ccc(S(=O)(=O)N2CCCC2)cc1	i
49	CC1=NN(c2ccc(F)cc2)C(=O)/C1=C/c1ccc(N(C)C)cc1	i
50	Nc1ccc(C(c2ccccc2)c2ccc(N)cc2)cc1	u
51	O=C(NCCc1cccc(C(F)(F)F)c1)c1cn(CCc2ccccc2)nn1	i
52	Cc1ccc(C(=O)O)cc1S(=O)(=O)N1CCOCC1	u
53	O=c1[nH]c2cc(Cl)ccc2cc1CN1CCN(Cc2cccnc2)CC1	i
54	O=C(CC1C(=O)NCCN1Cc1ccccc1C(F)(F)F)NCc1ccon1 (stereo unspecified)	i
55	O=C(N[C@H]1CO[C@H]2[C@@H]1OC[C@@H]2Nc1nccc(-c2ccc(-c3ccccc3)cc2)n1)c1ccc2c(c1)OCO2	i
56	CCCOc1c(CNC(=O)C2CC3(CCNCC3)CN2)cccc1OC (stereo unspecified)	i

# Structures from the list above containing a nitro group on carbon, in the order listed:
No.	SMILES	ST2 IL33 inh
11	O=C(Nc1cccc([N+](=O)[O-])c1)c1ccccc1Cl	i
16	Cc1ccc(-n2cccc2)cc1[N+](=O)[O-]	31.0%*
37	CC12CCC(C(=O)N(c3cccc([N+](=O)[O-])c3)C1=O)C2(C)C (stereo unspecified)	i

# Among those listed so far, 3 have a furan ring, fused or not.
No.	SMILES	ST2 IL33 inh
10	COc1ccc2nc3oc(C(=O)N4CCN(C)CC4)cc3cc2c1	i
42	Cc1occc1C(=O)Nc1ccc(Cc2ccc(NC(=O)c3ccoc3C)cc2)cc1	u
45	Cc1noc(C)c1NC(=O)c1cccc(CN(C)C(C)c2ccco2)c1 (stereo unspecified)	i

# More results follow:
No.	SMILES	ST2 IL33 inh
57	Cc1ccccc1Cc1c(C)nc2nc(SCC(=O)NCc3cccs3)nn2c1C	i
58	CCOC(=O)C1=C(N)OC2=C(C(=O)CC(c3ccccc3)C2)C1c1cc(OC)ccc1OC (stereo unspecified)	u
59	C=CCNCCOc1ccc(Br)cc1C	i
60	COCCn1c(SCCC(=O)O)nc2c1c(=O)[nH]c(=O)n2C	i
61	COc1ccc(CNC2CCCC2)cc1-c1ccc(O)cc1	u
62	CCc1cnc(C)nc1N1CCCC(Cc2cccnc2)C1 (stereo unspecified)	i
63	CC(=O)c1ccc(NC(=O)c2noc3c2CCCC3)cc1	i
64	Cc1sc2ncn(CC(=O)NCC(=O)Nc3ccc4c(c3)OCO4)c(=O)c2c1C	i
65	O=C1N=c2ccccc2=CC1=Cc1c(O)n(-c2ccccc2)[nH]c1=O	u
66	Cc1nc(CC(=O)NC(c2nnc3n2CCNCC3)C(C)C)c(C)s1 (stereo unspecified)	i
67	O=C(c1cc(-c2ccccc2O)n[nH]1)N1CCCC(N2CCCC2=O)C1 (stereo unspecified)	i
68	CCc1nnsc1-c1nc(C2CC2)nn1-c1ccccc1	i
69	CCCOc1ccccc1/C=C1\SC(N2CCOCC2)=NC1=O	u
70	Cc1ccccc1-c1ncc(CNCCc2ccccn2)s1	i
71	O=S(=O)(NCc1ccco1)c1ccc2ccccc2c1	i
72	O=C(c1ccccc1[N+](=O)[O-])N1CCC(Cc2ccccc2)CC1	i
73	C=CCc1c(C)nc2nc(SCc3cc(=O)n4ccc(Br)cc4n3)nn2c1C	i
74	O=C(/C=C/c1ccc([N+](=O)[O-])s1)Nc1cccc2c1C(=O)c1ccccc1C2=O	i
75	CN(C(=O)COc1ccccc1Cl)c1ccccc1	i
76	CCOc1ccc(-n2c(SCC(N)=O)nc3c(c2=O)SCC3)cc1	i
77	CCc1cc(C(=O)NCc2c(C)ncc3c2CCN(C(=O)/C=C/c2cccs2)C3)no1	i
78	CCCCn1c(C)nc2c(sc3nc4c(cc32)COC(C)(C)C4)c1=O	i
79	COc1ccc(-c2oc3ncnc(NCc4ccco4)c3c2-c2ccc(OC)cc2)cc1	u
80	COc1cc(OC)c(OC)cc1CN1CCOc2ccc(CN3C[C@@H](C)O[C@@H](C)C3)cc2C1	i

# Rewritten field by field: 3 of the compounds above
(73) C=CCc1c(C)nc2nc(SCc3cc(=O)n4ccc(Br)cc4n3)nn2c1C
  ST2 IL33 inh: i

(74) O=C(/C=C/c1ccc([N+](=O)[O-])s1)Nc1cccc2c1C(=O)c1ccccc1C2=O
  ST2 IL33 inh: i

(75) CN(C(=O)COc1ccccc1Cl)c1ccccc1
  ST2 IL33 inh: i

# Going on with the list.
no.	mol	ST2 IL33 inh
81	CC(C)NC(=O)CC[C@@H]1CNC(=O)[C@@H]2C[C@H](NCc3cccc(Cl)c3)CN12	i
82	O=C(Cc1ccc(O)c(F)c1)N1CCC2(CCNCC2)CC1	i
83	CCCc1nc(N2CCOC(CCOC)C2)c2cnn(C)c2n1 (stereo unspecified)	u
84	O=C(c1cn(Cc2c(F)cccc2F)nn1)N1CCc2sccc2C1	i
85	CC(C)OCCCNC(=O)c1cc(=O)[nH]c2ccc(S(=O)(=O)N3CCCCCC3)cc12	i
86	O=C(c1ccc2c(c1)OCO2)N(c1ccc(F)cc1)C1C=CS(=O)(=O)C1 (stereo unspecified)	i
87	CN(Cc1ccc(-c2nc(-c3ccncc3)cc(=O)[nH]2)cc1)Cc1ccoc1	i
88	CS(=O)(=O)N(CC(=O)Nc1ccccc1Cl)c1ccc(Cl)c(Cl)c1	i
89	O[C@@H]1C[C@@H](c2nc(-c3ccc4c(c3)OCO4)no2)N(Cc2ccc(-c3ccccn3)cc2)C1	u
90	COc1ccc(Cl)cc1C(=O)Nc1cccc(N2CCCS2(=O)=O)c1	u
91	N#Cc1c(NC(=O)CSc2ccccc2)sc2c1CCCC2	i
92	COc1ccnc(CN2CCC(=O)N(CC3CC3)C(C(C)C)C2)c1OC (stereo unspecified)	i
93	O=C(Cn1nc(-c2ccccc2)ccc1=O)NCc1cccnc1	i
94	CCC(C(=O)Nc1ccc(OC)c(OC)c1)c1ccccc1 (stereo unspecified)	i
95	COc1ccc(S(=O)(=O)N2CCCCC2C(=O)O)cc1OC (stereo unspecified)	i
96	COc1ccc(C2C(C(=O)Nc3ccc(C)cn3)=C(C)NC3=C2C(=O)CC(C)(C)C3)c(OC)c1 (stereo unspecified)	u
97	COC(=O)c1ccccc1C(=O)N1CCCC(N2CCN(c3ccc(F)cc3)CC2)C1 (stereo unspecified)	u
98	CCCn1cnnc1CNC1CCN(c2cccc(C)c2C)CC1	i
99	COc1ccc2c(c1)CCc1c(C(=O)Nc3cc(Cl)ccc3OC)noc1-2	u
100	COC(C(=O)NC1CC1)c1ccccc1 (stereo unspecified)	i
101	COc1ccc(C2NN=C3c4[nH]c5ccc(C)cc5c4CCC32)cc1 (stereo unspecified)	u
102	Cn1c(SCC(=O)Nc2ccc3c(c2)OCO3)nc2c([nH]c3ccccc32)c1=O	i
103	CCN1C(=O)C2(OCCO2)c2cc([N+](=O)[O-])ccc21	i
104	COc1ccc(-c2ccnc(N[C@H]3CO[C@H]4[C@@H]3OC[C@H]4OC(=O)Nc3cccc(C(F)(F)F)c3)n2)cc1	u
105	COc1cc2c(C(=O)N3CCCCCC3)cn(CC(C)C)c(=O)c2cc1OC	i
106	CCC(=O)C(=O)NCC1CCCN(Cc2ccccn2)C1 (stereo unspecified)	i
107	COc1ccccc1C(=O)Nc1ccc(-c2nc3cc(C)ccc3o2)cc1	i
108	O=S(=O)(Nc1cccc(C(F)(F)F)c1)c1cccnc1	i
109	COc1ccccc1NC(=O)N1CCN(c2ccc(F)cc2)CC1	i
110	CCOc1ccc(NC(=O)Nc2ccccc2)cc1	u
111	Cc1cc(C)c(C(=O)c2ccc(C(=O)N3CCCCC3)cc2)c(C)c1	i
112	O=C1CCN(S(=O)(=O)c2ccc3[nH]cc(C(=O)O)c(=O)c3c2)CC1	i
113	CCOC(=O)C1(CCOC)CCN(C(=O)c2ccccc2-c2cccc(C)c2)CC1	u
114	COCC(C)(C)C(=O)N1CCC(Cc2n[nH]c(=O)n2-c2ccccc2)CC1	i
115	c1ccc(COC2CCCN(Cc3ccsc3)C2)nc1 (stereo unspecified)	u
116	CCc1nnc(CNC(=O)CCc2scnc2C)s1	u
117	CCn1c(CCCNC(=O)c2cccs2)nc2ccccc21	i
118	CCc1cc2c(=O)c(-c3ccc4c(c3)OCO4)coc2cc1OC(C)C	i
119	CC1CCc2c(sc(NC(=O)C(C)Oc3ccc(Cl)cc3Cl)c2C(N)=O)C1 (stereo unspecified)	i
120	Cc1ccc(C(=O)N(c2ccc(Br)cc2)C2C=CS(=O)(=O)C2)cc1C (stereo unspecified)	i
121	Cc1ccc(NC(=O)C(c2ccccc2)c2ccccc2)c([N+](=O)[O-])c1	41.0%*
122	CCNC(=O)COc1cc(C)c(Br)c(C)c1	u
123	NC(=O)c1cccc(N)c1	i
124	CC(=O)c1ccc(NC(=O)CSc2nc(C)nc3c2c(=O)n(C)c(=O)n3C)cc1	i
125	C=CCn1c(CCNC(=O)c2ccccc2)nc2ccccc21	i
126	COc1ccc2c(-c3ccccc3)cc(N3CCOCC3)nc2c1	i
127	Cc1noc(C)c1NC(=O)c1cccc(CN(C)Cc2nccn2C)c1	i
128	CCNC(=O)[C@@H]1C[C@H](N)CN1C(=O)C1CCN(Cc2ccco2)CC1	i
129	CO[C@H]1CN(C(=O)c2cccc3cnccc23)CC[C@H]1N	i
130	NC(=O)c1c(NC(=O)c2cc(=O)c3ccccc3o2)sc2c1CCCCC2	i
131	CC(CCc1ccccc1)NC(=O)C1CCC(Cn2c(=O)[nH]c3ccsc3c2=O)CC1 (stereo unspecified)	i
132	O=C1c2ccccc2NC(c2ccccc2F)N1c1ccc(Cl)cc1 (stereo unspecified)	i
133	O=C(CN(Cc1ccccn1)CC1CCCO1)Nc1nc2ccccc2[nH]1 (stereo unspecified)	i
